Compound activity (PubChem)
VLA-4 inh: inhibition in human VLA-4 binding assay, primary screen, VLA-4 allosteric modulator project, MLPCN library, flow cytometry, VLA-4 expressing cells; Integrin alpha-4 (Homo sapiens), P13612; ligand binding flow cytometry; inhibition, % (about 7 µM as worked out from the volumes in the protocol); 330,000 compounds, 0.2% hits; in the data active means inhibition above about 50%
GASC-1 inh: inhibitors of GASC-1 histone demethylase, primary screen, biochemical, fluorescence, DELFIA europium; Lysine-specific demethylase 4C (Homo sapiens), Q9H3R0; GST-JMJD2C(1-420) H3K9me3 demethylation; inhibition, % at 2.35 µM; 330,000 compounds, 0.069% hits; AID 2099, 2009;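 active means more than half of a compound's replicate wells show inhibition beyond 50%, single wells judged on their own value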;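 further: signal counts dimethyl H3K9 product captured on neutravidin plate; 0% = median of DMSO wells and 100% = 0.3 times that DMSO median; strong numbers were not always called active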
Target sequence (Q9H3R0 1-420 limits assumed): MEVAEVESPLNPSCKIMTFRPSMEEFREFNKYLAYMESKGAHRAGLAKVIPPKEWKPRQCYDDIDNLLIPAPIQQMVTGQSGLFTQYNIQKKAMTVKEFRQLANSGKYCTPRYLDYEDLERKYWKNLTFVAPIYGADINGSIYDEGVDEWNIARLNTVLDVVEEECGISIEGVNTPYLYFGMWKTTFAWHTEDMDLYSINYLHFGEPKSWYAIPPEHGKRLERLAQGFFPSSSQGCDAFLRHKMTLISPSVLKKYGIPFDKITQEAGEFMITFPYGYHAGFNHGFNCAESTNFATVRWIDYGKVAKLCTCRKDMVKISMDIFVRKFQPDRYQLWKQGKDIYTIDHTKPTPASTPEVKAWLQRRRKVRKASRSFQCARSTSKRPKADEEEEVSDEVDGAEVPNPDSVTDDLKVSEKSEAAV
RPL19A TOR yeast: RPL19A-GFP expression modulators in yeast, primary screen, cell-based, S. cerevisiae, multiplex flow cytometry, MLPCN; S. cerevisiae RPL19A-GFP strain, 3 h; stronger effect = lower value; percent response vs DMSO, % at 10 µM; 330,000 compounds, 0.3% hits; AID 2025, 2009;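 active means percent response vs DMSO below 50%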;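 further: median channel GFP fluorescence of the barcoded RPL19A-GFP strain; ratio of sample median GFP to plate DMSO average so 100% = DMSO; lower means less RPL19A-GFP as with rapamycin TOR inhibition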
CIT2-GFP yeast: modulators of CIT2-GFP expression in yeast, primary screen, S. cerevisiae, GFP fusion, multiplex flow cytometry, MLPCN library; 320,000 compounds, 0.065% hits; AID 2029, 2009; S. cerevisiae CIT2-GFP strain, 3 h; 100 means same as DMSO wells; GFP response vs DMSO, % at 10 µM;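 active means GFP response relative to DMSO above a set limit, near the screen mean plus 3 SD, cut at about 150% in these data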;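 further: ratio of well median GFP fluorescence to mean of DMSO wells on the plate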
LAP4-GFP MLPCN: modulators of LAP4-GFP expression in yeast, primary screen, S. cerevisiae, multiplex flow cytometry, MLPCN library; AID 2023, 2009; GFP response vs DMSO, % at 10 µM; 3 h; median GFP as percent of DMSO wells; 320,000 compounds, 0.34% hits;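 active means GFP response vs DMSO above a set limit, about the screen mean plus 3 SD, cut at about 150% in these data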
GRK2 inh: compounds blocking aptamer binding on GRK2 – biochemical, human GRK2, bead flow cytometry, HTS, primary screen. inhibition of aptamer binding, % at 10 µM. 330,000 compounds, 0.59% hits. FAM-aptamer displacement from GRK2;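 active means inhibition of aptamer binding above 40%, roughly 3 SD of noise, on plates passing a quality check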;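 further: median bead fluorescence of bound FAM aptamer so fluorescent compounds give negative values; no value below 0 was filed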
Target sequence (P25098 whole entry, looked up): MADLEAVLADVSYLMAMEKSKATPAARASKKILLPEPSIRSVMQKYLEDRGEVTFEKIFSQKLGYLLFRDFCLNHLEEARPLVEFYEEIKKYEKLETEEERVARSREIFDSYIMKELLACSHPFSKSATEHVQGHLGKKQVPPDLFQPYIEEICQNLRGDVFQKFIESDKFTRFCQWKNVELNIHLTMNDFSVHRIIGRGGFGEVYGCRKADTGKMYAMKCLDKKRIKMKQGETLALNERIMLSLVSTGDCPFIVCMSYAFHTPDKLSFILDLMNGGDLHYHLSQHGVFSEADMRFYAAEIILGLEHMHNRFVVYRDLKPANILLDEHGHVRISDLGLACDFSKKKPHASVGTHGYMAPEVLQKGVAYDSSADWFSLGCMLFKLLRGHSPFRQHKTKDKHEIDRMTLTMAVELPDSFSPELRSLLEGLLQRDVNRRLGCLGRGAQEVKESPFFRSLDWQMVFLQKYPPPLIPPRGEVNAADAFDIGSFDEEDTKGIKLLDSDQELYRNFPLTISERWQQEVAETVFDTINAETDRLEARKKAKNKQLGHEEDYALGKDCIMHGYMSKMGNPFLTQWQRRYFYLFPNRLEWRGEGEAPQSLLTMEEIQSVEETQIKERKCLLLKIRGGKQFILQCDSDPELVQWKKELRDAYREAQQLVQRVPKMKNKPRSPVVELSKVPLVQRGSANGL
MEP2 TOR yeast: modulators of MEP2-GFP levels in yeast, primary screen, S. cerevisiae, multiplex flow cytometry, MLPCN library. 330,000 compounds, 0.51% hits. S. cerevisiae MEP2-GFP strain, 3 h; 100% = DMSO control level. GFP response vs DMSO, % at 10 µM;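 active means GFP response versus DMSO above a set limit, roughly screen mean plus 3 SD, cut at about 180% in these data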;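 further: median GFP fluorescence of the barcode-gated MEP2-GFP cells per well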
AGP1 TOR yeast: modulators of AGP1-GFP expression in yeast TOR pathway, primary screen, cell-based, multiplex flow cytometry, S. cerevisiae, MLPCN library | 3 h; GFP as percent of DMSO wells | GFP response vs DMSO, % at 10 µM | 320,000 compounds, 0.02% hits | AID 2066, 2009;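 active means GFP response relative to DMSO above a set limit, near screen average plus 3 SD, cut at about 150% in these data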;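 further: median GFP channel fluorescence of the gated AGP1 strain per well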
An asterisk follows results filed as active; x = not tested or not shown; & = joins results of further samples.

SMILES	VLA-4 inh	GASC-1 inh	RPL19A TOR yeast	CIT2-GFP yeast	LAP4-GFP MLPCN	GRK2 inh	MEP2 TOR yeast	AGP1 TOR yeast
CCOC(=O)N1CCC(Nc2c(-c3ccc(C)c(C)c3)c(=O)c2=O)CC1	3.7	4.3	98.9	96.5	101.6	7.0	96.7	101.8
CCOc1ccc(-c2csc(NC(=O)CSC3=NC(=O)CN3C(C)=O)n2)c2ccccc12	-14.8	0.6	94.3	91.6	98.8	1.0	131.9	93.6
O=C(CSc1nnc(-c2ccncc2)n1-c1ccccc1)NCC1CCCO1 (stereo not drawn)	11.2	-3.7	95.5	96.3	96.9	0.0	100.6	95.8
Cc1ccc(-n2c(Cc3cccn3C)nnc2SCC(N)=O)cc1	-12.1	-5.6	92.3	98.0	90.4	0.0	94.8	91.3
Cc1c(C(=O)CN2CCN(c3ccccc3)CC2)c2ccccc2n1C	-2.5	2.0	109.6	112.6	95.2	0.0	110.6	108.1
Nc1nnn(CC(=O)N/N=C/c2ccccc2Cl)n1	23.1	5.6	94.7	90.7	101.6	0.0	92.5	98.1
CS(=O)(=O)N(CC(=O)NCC1CCCO1)c1cc(Cl)ccc1Cl (stereo not drawn)	20.7	30.0	90.0	90.2	89.7	4.0	96.4	86.7
O=C(O)c1ccccc1C(=O)N1CCN(C(=O)c2ccccc2Cl)CC1	6.5	6.1	91.7	96.3	76.2	0.0	92.3	92.2
Cn1c(-c2ccccc2)c(/C=N/NC(=O)c2cccnc2)c2ccccc21	5.2	62.1	96.5	91.3	106.2	1.0	95.1	101.1
COc1ccc(-c2nnc(SCC(=O)NC(=O)Cc3ccccc3)n2C)cc1	6.1	1.4	98.9	90.8	107.3	1.0	95.5	98.4
CCOC(=O)N1CCC(N2Cc3cccc(C(=O)NCc4ccccc4OC)c3C2=O)CC1	-7.7	4.2	95.9	94.2	99.4	0.0	104.9	94.1
COc1ccc(C(=O)c2c(-c3cccc(C)c3)oc3ccc(N4CCOCC4)cc23)cn1	-3.9	0.5	94.9	71.7	95.5	0.0	90.8	85.7
COC(=O)COc1cc(OCC(=O)OC)c2c(-c3ccccc3)cc(=O)oc2c1	-5.0	-10.3	99.2	107.0	99.4	0.0	112.3	103.1
CCOc1cc(/C=C2\C(=O)N(c3cccc(C(F)(F)F)c3)C(=O)c3ccccc32)ccc1O	0.0	-10.7	98.8	86.0	90.8	3.0	89.6	84.9
CCN(CC)C(=O)C(=O)Nc1ccc(OC)c(Cl)c1	-3.1	0.9	96.9	84.3	104.2	0.0	92.0	101.2
Cc1ccc(S(=O)(=O)c2nc(C)oc2NCc2ccccc2)cc1	-1.7	-16.2	97.8	86.8	91.2	0.0	98.5	96.0
COC(=O)c1ccc(N2CCN(C)CC2)c(NC(=O)c2sc3ccccc3c2Cl)c1	8.2	6.1	100.8	101.7	94.3	0.0	104.8	97.7
COc1ccc(C(=O)N2CCN(S(=O)(=O)c3ccc(C)cc3C)CC2)cc1OC	-26.4	15.7	98.0	96.0	109.6	4.0	104.7	106.3
Cc1ccc([C@@H]2CC=C(C(=O)O)CN2S(=O)(=O)c2ccccc2C)cc1	0.7	-1.8	96.4	104.9	139.6	0.0	89.3	86.6
Cc1ccnc(SCC(=O)c2ccc([N+](=O)[O-])cc2)n1	3.1	-0.8	101.6	92.8	96.9	0.0	105.7	97.7
C/C(=N\NC(=O)CC1N=C(Cc2ccccc2)NNC1=O)c1ccc(Cl)cc1Cl (stereo not drawn)	14.3	53.8	98.0	102.7	95.5	0.0	102.3	96.4
CCOC(=O)C1CCCN(S(=O)(=O)c2ccc3ccccc3c2)C1 (stereo not drawn)	-4.1	-6.6	96.1	90.7	101.3	1.0	93.8	100.9
O=C(NCCc1c[nH]c2ccccc12)/C(=C\c1cccnc1)NC(=O)c1ccccc1F	0.5	1.7	93.3	97.3	102.9	1.0	97.5	93.9
CCCn1nc2cc(C(=O)NCCc3cccs3)ccc2c1OCC	-8.0	-2.5	102.4	94.6	113.1	0.0	102.2	96.8
COc1cccc(OCC(O)CNC(=O)c2oc3c(C)c(C)ccc3c2C)c1 (stereo not drawn)	-20.7	4.4	103.9	101.8	103.2	0.0	107.1	98.7
Cc1ccc(C(=O)NCC(=O)OC(C)C(=O)Nc2ccc(N3CCOCC3)cc2)s1 (stereo not drawn)	-2.4	6.1	98.2	100.5	102.4	1.0	102.0	107.4
Cc1ccccc1OCC(=O)N/N=C/c1ccc2c(c1)OCCO2	9.2	-7.1	102.8	100.9	96.1	3.0	100.9	106.8
CCOC(=O)c1c(C)nn(-c2ccc(NC(=O)c3cccs3)cc2)c1C	8.1	4.3	98.8	79.5	120.4	1.0	99.3	91.1
CCOc1ccc(C(=O)NC(=S)Nc2cccnc2)cc1	8.5	1.1	91.0	100.5	116.4	0.0	110.3	101.5
O=C1CC(c2ccc(F)cc2)Sc2nc(-c3ccccc3)c(-c3ccccc3)n21 (stereo not drawn)	-15.1	-1.5	105.0	112.8	93.7	5.0	107.4	101.7

One compound at a time, as listed above. Values in the order: VLA-4 inh, GASC-1 inh, RPL19A TOR yeast, CIT2-GFP yeast, LAP4-GFP MLPCN, GRK2 inh, MEP2 TOR yeast, AGP1 TOR yeast
CCOC(=O)C1CCCN(S(=O)(=O)c2ccc3ccccc3c2)C1 (stereo not drawn) across the screens: -4.1, -6.6, 96.1, 90.7, 101.3, 1.0, 93.8, 100.9
O=C1CC(c2ccc(F)cc2)Sc2nc(-c3ccccc3)c(-c3ccccc3)n21 (stereo not drawn) across the screens: -15.1, -1.5, 105.0, 112.8, 93.7, 5.0, 107.4, 101.7

Continuation:
SMILES	VLA-4 inh	GASC-1 inh	RPL19A TOR yeast	CIT2-GFP yeast	LAP4-GFP MLPCN	GRK2 inh	MEP2 TOR yeast	AGP1 TOR yeast
Cn1c(C(=O)OC(C(=O)NC2CCCCC2)c2cccnc2)cc2sccc21 (stereo not drawn)	10.0	-6.4	96.8	95.2	99.2	0.0	96.7	91.7
Nc1nonc1C(=O)NCCN=Cc1ccccc1O	13.3	-0.8	96.9	100.5	96.7	0.0	99.8	96.1
O=C(Nc1ccccc1C(=O)Nc1ccccc1)c1ccco1	13.8	-4.7	101.1	110.0	90.0	0.0	96.6	104.6
CCn1cc(C(=O)N2CCCC2)c(=O)c2cc(S(=O)(=O)N3CCOCC3)ccc21	5.4	x	100.5	97.3	103.4	4.0	105.9	108.9
CC(C)C(NC(=O)CNC(=O)OC(C)(C)C)C(=O)NCc1ccccc1 (stereo not drawn)	2.0	-15.7	97.9	94.0	97.6	0.0	98.8	99.0
Cc1ccc(S(=O)(=O)NC2CC(C)(C)N(O)C(C)(C)C2)cc1	19.1	9.2	98.7	91.5	104.5	0.0	101.1	106.9
Cc1cc(Br)ccc1OCC(=O)NNC(=O)CCc1ccccc1	2.4	10.9	105.1	104.4	90.3	1.0	100.6	97.0
COC(=O)C1=C(C)NC(=O)/C1=C\c1ccc2c(c1)OCO2	-6.1	6.2	92.3	83.7	106.9	6.0	95.2	94.4
CCCn1c(N)c(C(=O)COC(=O)/C=C/c2ccc(OC(F)F)c(OC)c2)c(=O)[nH]c1=O	9.3	0.0	100.8	117.0	92.2	0.0	108.9	105.8
CCOCCCN(C(=O)CNC(=O)c1ccco1)C(C(=O)NC1CCCC1)c1ccccc1C (stereo not drawn)	5.4	-32.0&-6.9	101.1	91.7	105.6	56.0*	97.5	100.8
COc1ccc(NC(=O)CCCCCN2C(=O)CCC2=O)cc1Cl	5.1	6.3	103.7	107.4	96.3	0.0	100.1	103.4
COc1ccc(CNc2oc(Cc3cccc4ccccc34)nc2C#N)cc1	2.2	3.1	82.4	78.3	92.9	0.0	85.2	x
COc1cccc(Nc2nc3ccccc3n3nnnc23)c1	-4.1	-10.9	103.7	99.6	98.2	0.0	109.6	107.2
COc1ccc(NC(=O)c2cc3ccccc3o2)cc1	10.5	2.7	101.6	101.8	121.8	0.0	107.4	x
O=C(COC(=O)/C=C/c1cccc(F)c1)NC1CCCC1	1.6	2.0	92.8	85.3	103.4	0.0	94.1	92.3
COc1ccc2c(=O)c3c(=O)n(Cc4ccco4)c(C(C)C)nc3oc2c1	19.8	-3.8&-15.0	93.1	97.9	89.9	0.0	92.4	98.4
COCC(=O)N(c1ccc(C(C)C)cc1)C1C=CS(=O)(=O)C1 (stereo not drawn)	-2.4	-18.0	96.4	91.4	91.7	1.0	95.9	96.9
COC(=O)c1ccc(NS(=O)(=O)c2cc3c4c(c2)CCN4C(=O)CC3)cc1	12.6	4.4	102.9	106.2	95.2	0.0	104.1	108.9
OC[C@H]1OC(O)[C@H](O)[C@@H](O)[C@H]1O (stereo partly drawn)	37.0	-36.1	87.0	74.3	88.2	0.0	93.7	72.0
O=C(Nc1ccc2c(c1)OCO2)N1CCN(c2ccccc2)CC1	-3.9	-3.1	110.3	100.5	112.1	0.0	111.1	99.7
O=c1oc(-c2cccc(C(F)(F)F)c2)nn1-c1ccc(C(F)(F)F)cn1	1.1	1.7	92.6	100.5	102.2	0.0	94.7	102.4
COc1cc(Cl)c(C)cc1NC(=O)CCCN1C(=O)CCC1=O	4.9	3.5	103.7	101.9	112.5	0.0	112.7	100.0
CC(=O)Nc1ccc(N(C(=O)CNC(=O)c2cccs2)C(C(=O)NCC2CCCO2)c2ccccc2)cc1 (stereo not drawn)	21.1	11.8	97.4	102.9	91.2	2.0	96.9	96.5

Compounds above containing four or more nitrogen atoms, in the order listed:
SMILES	VLA-4 inh	GASC-1 inh	RPL19A TOR yeast	CIT2-GFP yeast	LAP4-GFP MLPCN	GRK2 inh	MEP2 TOR yeast	AGP1 TOR yeast
CCOc1ccc(-c2csc(NC(=O)CSC3=NC(=O)CN3C(C)=O)n2)c2ccccc12	-14.8	0.6	94.3	91.6	98.8	1.0	131.9	93.6
O=C(CSc1nnc(-c2ccncc2)n1-c1ccccc1)NCC1CCCO1 (stereo not drawn)	11.2	-3.7	95.5	96.3	96.9	0.0	100.6	95.8
Cc1ccc(-n2c(Cc3cccn3C)nnc2SCC(N)=O)cc1	-12.1	-5.6	92.3	98.0	90.4	0.0	94.8	91.3
Nc1nnn(CC(=O)N/N=C/c2ccccc2Cl)n1	23.1	5.6	94.7	90.7	101.6	0.0	92.5	98.1
Cn1c(-c2ccccc2)c(/C=N/NC(=O)c2cccnc2)c2ccccc21	5.2	62.1	96.5	91.3	106.2	1.0	95.1	101.1
COc1ccc(-c2nnc(SCC(=O)NC(=O)Cc3ccccc3)n2C)cc1	6.1	1.4	98.9	90.8	107.3	1.0	95.5	98.4
C/C(=N\NC(=O)CC1N=C(Cc2ccccc2)NNC1=O)c1ccc(Cl)cc1Cl (stereo not drawn)	14.3	53.8	98.0	102.7	95.5	0.0	102.3	96.4
O=C(NCCc1c[nH]c2ccccc12)/C(=C\c1cccnc1)NC(=O)c1ccccc1F	0.5	1.7	93.3	97.3	102.9	1.0	97.5	93.9
Nc1nonc1C(=O)NCCN=Cc1ccccc1O	13.3	-0.8	96.9	100.5	96.7	0.0	99.8	96.1
COc1cccc(Nc2nc3ccccc3n3nnnc23)c1	-4.1	-10.9	103.7	99.6	98.2	0.0	109.6	107.2
CC(=O)Nc1ccc(N(C(=O)CNC(=O)c2cccs2)C(C(=O)NCC2CCCO2)c2ccccc2)cc1 (stereo not drawn)	21.1	11.8	97.4	102.9	91.2	2.0	96.9	96.5
